Shn3 3UTR inh: reduces Shn3 3'UTR luciferase signal in osteoblasts; Clone20 osteoblast Shn3 3'UTR firefly luciferase, 24 h; inhibition, % at 12.5 µM; 360,000 tested, 0.52% active; AID 588674;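 active = mean inhibition of at least 75% with every replicate also reaching 75%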;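 also: 0% = median of neutral control wells and 100% = pilot-screen positive control compound; some compounds past the cut are filed as inactive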
hiPSC survival: hiPSC single-cell survival enhancement; ATPlite luminescence; 100% = ROCK inhibitor wells, 0% = DMSO; survival enhancement, % at 20 µM; 360,000 tested, 0.044% active; AID 602274; in the data active = survival enhancement above about 18%;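 also: cells exposed to compounds for 16 hours before the ATP read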
NR2E3 ag-1: human photoreceptor-specific nuclear receptor agonism. Q9Y5X4. CHO-S Gal4-NCOR/VP16-NR2E3 two-hybrid, luciferase. inhibition of corepressor binding, % at 3.98 µM. 360,000 tested, 0.35% active. AID 602229;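 active = inhibition above the mean of all tested compounds plus 3 SD, cut at about 70% in these data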;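 also: 0% = DMSO with NR2E3 transfected cells and 100% = cells lacking NR2E3 construct; higher means lower luciferase signal from less NR2E3 corepressor binding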
Target sequence (Q9Y5X4 whole entry, looked up, the tested form may be a part): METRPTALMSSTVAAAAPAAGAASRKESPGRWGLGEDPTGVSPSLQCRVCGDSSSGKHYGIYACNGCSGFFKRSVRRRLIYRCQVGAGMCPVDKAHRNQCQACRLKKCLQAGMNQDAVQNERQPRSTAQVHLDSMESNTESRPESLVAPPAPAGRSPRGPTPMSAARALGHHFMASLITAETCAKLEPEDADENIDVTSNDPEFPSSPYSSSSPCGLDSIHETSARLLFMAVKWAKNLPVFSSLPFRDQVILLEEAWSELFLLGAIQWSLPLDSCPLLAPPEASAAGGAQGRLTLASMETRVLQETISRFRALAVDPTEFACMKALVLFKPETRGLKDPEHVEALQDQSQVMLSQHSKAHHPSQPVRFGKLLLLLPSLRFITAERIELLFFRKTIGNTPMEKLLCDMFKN
HIF-2a inh: HIF-2a inhibition; 786-0 RCC cells HIF-2a reporter, luciferase luminescence, overnight; inhibition, % at 18.8 µM; 360,000 tested, 0.72% active; AID 624352;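 active = inhibition of the luminescence signal of 40% or more relative to plate controls, in a single-dose primary screen at 18.75 µM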
Peg3 prom inh: inhibitors of Peg3 promoter; HeLa PEG-Prom luciferase reporter, luminescence, overnight; inhibition, % at 20 µM; 360,000 tested, 1.7% active; AID 588405;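 active = inhibition of at least 50% at 20 µM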
KKLEB cytotox: counter-screen for CF NF-kB inhibitors: cytotoxicity; 360,000 tested, 0.36% active; KKLEB CF airway cells viability, ATPlite luminescence, overnight; active compounds read low; cells stimulated with P. aeruginosa culture filtrate; activity change (cytotoxicity), % at 5 µM;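 active = corrected activity change at or below -50% at 5 µM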
LMP1 NFkB inh: reduces LMP1-driven NF-kappaB luciferase signal; LMP1-induced NF-kappaB luciferase reporter cells, luminescence; AID 504558; inhibition, % at 12.5 µM; 350,000 tested, 0.69% active; in the data active = inhibition above about 41%;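 also: 0% = neutral control wells and 100% = reference inhibitor control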
C8 TRAIL sens: caspase-8 TRAIL sensitization; NB7+C8 cells + TRAIL, ATPlite viability luminescence; inhibition (viability loss, TRAIL sensitization), % at 10 µM; 360,000 tested, 1% active;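 active = compounds causing at least 50% loss of cell viability in the single-dose screen, relative to plate controls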
NR2E3 ag-2: NR2E3 (human) agonism. 320,000 tested, 0.12% active. inhibition of corepressor binding, % at 4.78 µM. AID 2300. GST-NR2E3/biotin-RetCOR TR-FRET, 1536-well. Q9Y5X4;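 active = percent inhibition above the cutoff of mean plus 3 SD of all tested compounds, set per screening campaign, cut at about 20% in these data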;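 also: 0% = DMSO wells and 100% = biotin wells as full block of FRET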
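Material: NR2E3–RetCOR corepressor complex | Quantity: 1.35 nM GST-tagged NR2E3 final | Schedule: 5 h at 4 °C | Replication: Singlicate compound wells | Reagent: RetCOR corepressor, biotinylated, 7 nM | Controls: Biotin wells as high control, 0.6% DMSO wells as low control | Signal: TR-FRET, Eu(K)-anti-GST donor, streptavidin-D2 acceptor, ex 340, em 617/671 nm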
CF NFkB block: blocks PAF-induced NF-kB reporter in cystic fibrosis cells; KKLEB NF-kB-GFP reporter, GFP fluorescence overnight; AID 588850; inhibition, % at 5 µM; 360,000 tested, 0.86% active;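 active = at least 50% inhibition at 5 µM, scaled per plate between neutral and stimulator controls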;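 also: PAF is a Pseudomonas aeruginosa culture filtrate used as stimulus; plate controls were PAF-stimulated DMSO wells for no effect and unstimulated DMSO wells for full effect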
MITF TRPM1 inh: MITF TRPM1 promoter inhibition in SK-MEL-5 cells | SK-MEL-5 TRPM1 promoter luciferase, 24 h | inhibition, % at 12.5 µM | 330,000 tested, 0.83% active | AID 488899;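 active = mean inhibition across replicates of 60% or more, whatever share of single replicates reaches that level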; also: values of inactives mirror those of a sister screen read the other way
Numbers without * were called inactive.

How did COC(=O)CNC(=O)CNC(=O)Nc1ccccc1 do in these assays?
Shn3 3UTR inh: -21; hiPSC survival: -1.6; NR2E3 ag-1: -4; HIF-2a inh: 9; Peg3 prom inh: -1; KKLEB cytotox: 9; LMP1 NFkB inh: 1; C8 TRAIL sens: -15; NR2E3 ag-2: 1; CF NFkB block: 5; MITF TRPM1 inh: 14

Results for COc1ccc(N=C2SC(C(=O)Nc3ccc(F)cc3)CC(=O)N2C)cc1 (centres undefined) ?
Shn3 3UTR inh: 18; hiPSC survival: 0.4; NR2E3 ag-1: 4; HIF-2a inh: 18; Peg3 prom inh: 11; KKLEB cytotox: -6; LMP1 NFkB inh: -2; C8 TRAIL sens: -1; NR2E3 ag-2: 1; CF NFkB block: 14; MITF TRPM1 inh: -6

How did CN(C)CCC(=O)c1ccc(F)cc1 do in these assays?
Shn3 3UTR inh: -4; hiPSC survival: 0.7; NR2E3 ag-1: -42; HIF-2a inh: 6; Peg3 prom inh: 3; KKLEB cytotox: 9; LMP1 NFkB inh: -5; C8 TRAIL sens: 10; NR2E3 ag-2: 4; CF NFkB block: 1; MITF TRPM1 inh: -1

How did CC(C)C[C@H]1COCCS(=O)(=O)N1Cc1ccccc1F do in these assays?
Shn3 3UTR inh: -6; hiPSC survival: 4.8; NR2E3 ag-1: -1; HIF-2a inh: 5; Peg3 prom inh: 8; KKLEB cytotox: -5; LMP1 NFkB inh: 2; C8 TRAIL sens: 7; NR2E3 ag-2: 2; CF NFkB block: -49; MITF TRPM1 inh: -11

Results for Cc1[nH]c(=S)[nH]c(=O)c1CCCO ?
Shn3 3UTR inh: 26; hiPSC survival: -0.2; NR2E3 ag-1: -7; HIF-2a inh: 16; Peg3 prom inh: 18; KKLEB cytotox: 1; LMP1 NFkB inh: -8; C8 TRAIL sens: 4; NR2E3 ag-2: 3; CF NFkB block: 1; MITF TRPM1 inh: -20

How did CC(OC(=O)Cn1cc(C(F)(F)F)ccc1=O)C(=O)N(C)c1ccccc1 (centres undefined) do in these assays?
Shn3 3UTR inh: -26; hiPSC survival: 0.8; NR2E3 ag-1: 17; HIF-2a inh: 9; Peg3 prom inh: 5; KKLEB cytotox: -1; LMP1 NFkB inh: 0; C8 TRAIL sens: -2; CF NFkB block: -9; MITF TRPM1 inh: 10

Results for COc1ccccc1NS(=O)(=O)c1ccc(NC(=O)c2nc3nc(C)cc(C(F)F)n3n2)cc1 ?
Shn3 3UTR inh: 6; hiPSC survival: -0.3; NR2E3 ag-1: -5; HIF-2a inh: 6; Peg3 prom inh: 15; KKLEB cytotox: -2; LMP1 NFkB inh: 2; C8 TRAIL sens: 1; NR2E3 ag-2: 0; CF NFkB block: 1; MITF TRPM1 inh: 0

What do the screens show for `O=c1cc(N2CCC3(CC2)OCCO3)[nH]c(=O)n1-c1ccc(Cl)cc1`?
Shn3 3UTR inh: -14; hiPSC survival: -1.0; NR2E3 ag-1: -12; HIF-2a inh: -4; Peg3 prom inh: 14; KKLEB cytotox: -2; LMP1 NFkB inh: -14; C8 TRAIL sens: -9; NR2E3 ag-2: 0; CF NFkB block: -1; MITF TRPM1 inh: -4

What do the screens show for `Cc1ccc(NC(=O)CSc2nnc(-c3n[nH]c4ccccc34)n2-c2ccccc2)c(C)c1`?
Shn3 3UTR inh: 10; hiPSC survival: 0.7; NR2E3 ag-1: 0; HIF-2a inh: 11; Peg3 prom inh: 32; KKLEB cytotox: 21; LMP1 NFkB inh: 2; C8 TRAIL sens: 14; NR2E3 ag-2: 0; CF NFkB block: -29; MITF TRPM1 inh: 15

What do the screens show for `COc1ccc(Nc2nnc(-c3ccc(O)cc3)c3ccccc23)cc1C(N)=O`?
Shn3 3UTR inh: 9; hiPSC survival: -1.1; NR2E3 ag-1: 9; HIF-2a inh: 14; Peg3 prom inh: 12; KKLEB cytotox: 7; LMP1 NFkB inh: 4; C8 TRAIL sens: -2; NR2E3 ag-2: -4; CF NFkB block: -14; MITF TRPM1 inh: 2

What do the screens show for `O=[N+]([O-])c1ccccc1OCCCCN1CCCCC1`?
Shn3 3UTR inh: 3; hiPSC survival: 0.3; NR2E3 ag-1: -7; HIF-2a inh: -14; Peg3 prom inh: -12; KKLEB cytotox: 12; LMP1 NFkB inh: 2; C8 TRAIL sens: -3; NR2E3 ag-2: 2; CF NFkB block: -4; MITF TRPM1 inh: -8

Results for O=C(Nc1nncs1)c1cc2c(s1)CCC2 ?
Shn3 3UTR inh: -77; hiPSC survival: -1.7; NR2E3 ag-1: -51; HIF-2a inh: -184; Peg3 prom inh: -181; KKLEB cytotox: -15; LMP1 NFkB inh: -15; C8 TRAIL sens: 30; NR2E3 ag-2: 0; CF NFkB block: 5; MITF TRPM1 inh: -73

What do the screens show for `O=C(Nc1ncnc2c1ncn2C1OC(COC(=O)c2ccccc2)C(F)C1O)c1ccccc1` (centres undefined)?
Shn3 3UTR inh: 15; hiPSC survival: 0.2; NR2E3 ag-1: -4; HIF-2a inh: -67; Peg3 prom inh: -35; KKLEB cytotox: -2; LMP1 NFkB inh: -10; C8 TRAIL sens: -7; NR2E3 ag-2: 2; CF NFkB block: -21; MITF TRPM1 inh: -52

What do the screens show for `O=C(NC(Cc1ccc(O)cc1)C(=O)O)/C(=C/c1ccccc1)NC(=O)c1ccccc1` (centres undefined)?
Shn3 3UTR inh: -9; hiPSC survival: 1.3; NR2E3 ag-1: 0; HIF-2a inh: 13; Peg3 prom inh: 21; KKLEB cytotox: 5; LMP1 NFkB inh: -4; C8 TRAIL sens: -23; NR2E3 ag-2: 2; CF NFkB block: 3; MITF TRPM1 inh: 2

What do the screens show for `Cc1cc(NC(=O)COc2ccc3oc4ccccc4c3c2)no1`?
Shn3 3UTR inh: -26; hiPSC survival: 0.7; NR2E3 ag-1: 0; HIF-2a inh: -4; Peg3 prom inh: -9; KKLEB cytotox: -7; LMP1 NFkB inh: 2; C8 TRAIL sens: -13; NR2E3 ag-2: 7; CF NFkB block: -3; MITF TRPM1 inh: 2

What do the screens show for `COc1cc(OC)c(C(=O)NNC(=O)c2ccc(NS(=O)(=O)c3cccs3)cc2)cc1OC`?
Shn3 3UTR inh: 12; hiPSC survival: -0.5; NR2E3 ag-1: -15; HIF-2a inh: 7; Peg3 prom inh: -2; KKLEB cytotox: 7; LMP1 NFkB inh: 2; C8 TRAIL sens: -4; CF NFkB block: 0; MITF TRPM1 inh: 10

How did CCCn1c2ccccc2c2cnn(CC(=O)NCCCOC)c(=O)c21 do in these assays?
Shn3 3UTR inh: 9; hiPSC survival: -0.5; NR2E3 ag-1: -19; HIF-2a inh: 13; Peg3 prom inh: 18; KKLEB cytotox: -3; LMP1 NFkB inh: 0; C8 TRAIL sens: -5; CF NFkB block: 8; MITF TRPM1 inh: -2

How did COC(=O)/C=C1\SC(=NC(=O)c2ccc(-c3ccccc3)cc2)NC1=O do in these assays?
Shn3 3UTR inh: -23; hiPSC survival: 16; NR2E3 ag-1: -15; HIF-2a inh: -112; Peg3 prom inh: -42; KKLEB cytotox: 5; LMP1 NFkB inh: -6; C8 TRAIL sens: 12; CF NFkB block: 6; MITF TRPM1 inh: -18

How did O=C1/C(=C/c2ccccc2)CSc2sccc21 do in these assays?
Shn3 3UTR inh: -25; hiPSC survival: -3.8; NR2E3 ag-1: -39; HIF-2a inh: -98; Peg3 prom inh: -74; KKLEB cytotox: -4; LMP1 NFkB inh: -11; C8 TRAIL sens: -12; NR2E3 ag-2: 4; CF NFkB block: 10; MITF TRPM1 inh: -26

Results for CCc1cc(C(=O)c2ccc(OC)cc2)c(NC(=O)CN2CCCCC2)s1 ?
Shn3 3UTR inh: 1; hiPSC survival: 0.8; NR2E3 ag-1: -5; HIF-2a inh: 15; Peg3 prom inh: 17; KKLEB cytotox: -1; LMP1 NFkB inh: -6; C8 TRAIL sens: 6; NR2E3 ag-2: 2; CF NFkB block: 5; MITF TRPM1 inh: -1

How did COc1ccc(C(=O)NCc2nnc(SCC(=O)NO)n2Cc2ccccc2)cc1 do in these assays?
Shn3 3UTR inh: -19; hiPSC survival: -1.0; NR2E3 ag-1: 3; HIF-2a inh: 1; Peg3 prom inh: 14; KKLEB cytotox: 10; LMP1 NFkB inh: 26; C8 TRAIL sens: -15; NR2E3 ag-2: 7; CF NFkB block: 2; MITF TRPM1 inh: 18

What do the screens show for `Cc1ccn2c(C(=O)NNC(=O)Nc3ccc(Cl)cc3)c(C)nc2c1`?
Shn3 3UTR inh: -16; hiPSC survival: -0.2; NR2E3 ag-1: -23; HIF-2a inh: 14; Peg3 prom inh: 2; KKLEB cytotox: 21; LMP1 NFkB inh: -1; C8 TRAIL sens: -13; CF NFkB block: 4; MITF TRPM1 inh: -10

How did O=[N+]([O-])/C(=C\Nc1ccccc1)S(=O)(=O)c1ccccc1 do in these assays?
Shn3 3UTR inh: -5; hiPSC survival: 2.1; NR2E3 ag-1: 6; HIF-2a inh: -5; Peg3 prom inh: -4; KKLEB cytotox: 1; LMP1 NFkB inh: -1; C8 TRAIL sens: -6; NR2E3 ag-2: 2; CF NFkB block: 11; MITF TRPM1 inh: 4

How did CCOc1ccc(N(CC(=O)N/N=C/c2cc([N+](=O)[O-])ccc2Cl)S(C)(=O)=O)cc1 do in these assays?
Shn3 3UTR inh: 8; hiPSC survival: 2.9; NR2E3 ag-1: -2; HIF-2a inh: 17; Peg3 prom inh: 23; KKLEB cytotox: -4; LMP1 NFkB inh: 7; C8 TRAIL sens: -4; NR2E3 ag-2: 2; CF NFkB block: -4; MITF TRPM1 inh: 4

What do the screens show for `O=C(Cc1c(F)cccc1Cl)Nc1ccc(S(=O)(=O)NCC2CCCO2)cc1` (centres undefined)?
Shn3 3UTR inh: -11; hiPSC survival: 2.6; NR2E3 ag-1: -12; HIF-2a inh: 13; Peg3 prom inh: 8; KKLEB cytotox: 6; LMP1 NFkB inh: -5; C8 TRAIL sens: -10; NR2E3 ag-2: 3; CF NFkB block: 3; MITF TRPM1 inh: 9

In the list so far, 2 have an aryl thioether with sulfur outside any ring.
What do the screens show for `Cc1ccc(NC(=O)CSc2nnc(-c3n[nH]c4ccccc34)n2-c2ccccc2)c(C)c1`?
Shn3 3UTR inh: 10; hiPSC survival: 0.7; NR2E3 ag-1: 0; HIF-2a inh: 11; Peg3 prom inh: 32; KKLEB cytotox: 21; LMP1 NFkB inh: 2; C8 TRAIL sens: 14; NR2E3 ag-2: 0; CF NFkB block: -29; MITF TRPM1 inh: 15

How did COc1ccc(C(=O)NCc2nnc(SCC(=O)NO)n2Cc2ccccc2)cc1 do in these assays?
Shn3 3UTR inh: -19; hiPSC survival: -1.0; NR2E3 ag-1: 3; HIF-2a inh: 1; Peg3 prom inh: 14; KKLEB cytotox: 10; LMP1 NFkB inh: 26; C8 TRAIL sens: -15; NR2E3 ag-2: 7; CF NFkB block: 2; MITF TRPM1 inh: 18

Assay outcomes (PubChem BioAssay)

A portion of the library, so the mix of outcomes need not match the whole.
